Compound activity as filed in PubChem BioAssay.
G9a inh: qHTS Assay for Inhibitors of Histone Lysine Methyltransferase G9a; Histone-lysine N-methyltransferase EHMT2 (Homo sapiens), Q96KQ7; G9a H3K9 monomethylation, AlphaScreen, 2 h; Potency, µM (highest dose often 102 µM), for the others: at the highest dose activity, negative = inhibition, most hits filed as inhibitors; hit rate 8.8% among 350,000; also: % is scaled to controls: 0 for no effect and ±100 for the full control effect; nearly all actives have a fitted effect of over 75% in size
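AlphaScreen read-out: biotin-H3K9 peptide (500 nM) methylation by 20 nM enzyme with 20 uM SAM, 2 h at room temperature after 15 min compound preincubation; anti-monomethyl H3K9 antibody plus donor/acceptor beads, 10 min dark.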
POLB inh: qHTS Assay for Inhibitors of DNA Polymerase Beta. Pol beta primer extension/strand displacement, fluorescence kinetic. Potency, µM (series often up to 114 µM), for the others: top-dose activity change, negative = inhibition, most hits filed as inhibitors. hit rate 1.3% among 340,000. P06746; also: % is scaled to controls: 0 for no effect and ±100 for the full control effect
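Pol beta (10 nM) was preincubated with compound for 15 min at room temperature. The reaction was then started with 50 nM substrate and read immediately and after a further 10 min at room temperature.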
JMJD2A Tudor inh: qHTS Assay for Inhibitors of JMJD2A-Tudor Domain; Lysine-specific demethylase 4A (Homo sapiens), O75164; AlphaScreen JMJD2A-Tudor / H3K4me3 peptide binding; Potency, µM (titrated, usually from 114 µM), without a hit: at the highest dose activity change, negative = inhibition, actives largely listed as inhibitors; hit rate 4.4% among 390,000; also: % is scaled to controls: 0 for no effect and ±100 for the full control effect; nearly all actives have a fitted effect of over 50% in size
APE1 inh: qHTS Assay for Inhibitors of the Human Apurinic/apyrimidinic Endonuclease 1 (APE1). recombinant APE1, TAMRA/BHQ-2 abasic DNA cleavage fluorescence. Potency, µM (highest dose often 65.8 µM), without a hit: at the highest dose activity change, negative = inhibition, most hits filed as inhibitors. hit rate 0.35% among 350,000. DNA repair nuclease/redox regulator APEX1 (Homo sapiens), P27695;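 also: plate controls were vehicle for no effect and reference inhibitor for full effect; nearly all actives have a fitted effect of over 55% in size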
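Substrate: short duplex with […] THF abasic site, 5'-TAMRA and 3'-BHQ-2, 50 nM final. APE1 at 0.75 nM, preincubated 15 min RT with compound. Fluorescence increase from first to third read measured activity.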
BAZ2B inh: qHTS Assay for Inhibitors of BAZ2B; hit rate 4.4% among 360,000; Potency, µM (titrated, usually from 114 µM), for inactives: top-dose activity change, negative = inhibition, most hits filed as inhibitors; AID 504333, 2011; AlphaScreen BAZ2B-H3K14Ac peptide displacement; also: % is scaled to controls: 0 for no effect and ±100 for the full control effect; nearly all actives have a fitted effect of over 60% in size
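Inhibition is scored as reduced AlphaScreen emission. The BAZ2B/b-H3(5-23)K14Ac complex (50 nM each) in PBS pH 7.4, 0.01% Tween-20 meets compound (up to 110 uM) for 30 min at RT before bead addition.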
POLH inh: qHTS for Inhibitors of Polymerase Eta; recombinant Pol eta, fluorescent DNA replication assay; Potency, µM (highest dose often 114 µM), inactives show top-dose activity change, negative = inhibition, hits mostly inhibitors; hit rate 1.2% among 390,000; DNA polymerase eta (Homo sapiens), Q9Y253; AID 588591, 2011; also: % is scaled to controls: 0 for no effect and ±100 for the full control effect
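Pol eta at 10 nM preincubated with compounds 15 min at room temperature; reaction started with fluorescent substrate (50 nM final) and read kinetically at 0 and 10 min.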
Pol iota inh: qHTS for Inhibitors of Polymerase Iota | Pol iota fluorescent replication assay, 10 min | Potency, µM (series often up to 115 µM), without a hit: top-dose activity, negative = inhibition, most hits filed as inhibitors | hit rate 1% among 390,000 | AID 588590, 2011
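Pol iota at 10 nM preincubated 15 min with compounds at room temperature; reaction started with fluorescent substrate, 50 nM final. Fluorescence read kinetically at 0 and 10 min; buffer-only wells as negative control.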
BLM inh: qHTS Assay for Inhibitors of Bloom's syndrome helicase (BLM). RecQ-like DNA helicase BLM (Homo sapiens), P54132. Potency, µM (series often up to 56.1 µM), for the others: at the highest dose activity change, negative = inhibition, actives largely listed as inhibitors. hit rate 0.2% among 350,000. AID 2528, 2010. recombinant BLM DNA unwinding, fluorescence dequenching;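 also: plate controls were vehicle for no effect and no enzyme for full effect; nearly all actives have a fitted effect of over 35% in size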
Target sequence (P54132 whole entry, looked up): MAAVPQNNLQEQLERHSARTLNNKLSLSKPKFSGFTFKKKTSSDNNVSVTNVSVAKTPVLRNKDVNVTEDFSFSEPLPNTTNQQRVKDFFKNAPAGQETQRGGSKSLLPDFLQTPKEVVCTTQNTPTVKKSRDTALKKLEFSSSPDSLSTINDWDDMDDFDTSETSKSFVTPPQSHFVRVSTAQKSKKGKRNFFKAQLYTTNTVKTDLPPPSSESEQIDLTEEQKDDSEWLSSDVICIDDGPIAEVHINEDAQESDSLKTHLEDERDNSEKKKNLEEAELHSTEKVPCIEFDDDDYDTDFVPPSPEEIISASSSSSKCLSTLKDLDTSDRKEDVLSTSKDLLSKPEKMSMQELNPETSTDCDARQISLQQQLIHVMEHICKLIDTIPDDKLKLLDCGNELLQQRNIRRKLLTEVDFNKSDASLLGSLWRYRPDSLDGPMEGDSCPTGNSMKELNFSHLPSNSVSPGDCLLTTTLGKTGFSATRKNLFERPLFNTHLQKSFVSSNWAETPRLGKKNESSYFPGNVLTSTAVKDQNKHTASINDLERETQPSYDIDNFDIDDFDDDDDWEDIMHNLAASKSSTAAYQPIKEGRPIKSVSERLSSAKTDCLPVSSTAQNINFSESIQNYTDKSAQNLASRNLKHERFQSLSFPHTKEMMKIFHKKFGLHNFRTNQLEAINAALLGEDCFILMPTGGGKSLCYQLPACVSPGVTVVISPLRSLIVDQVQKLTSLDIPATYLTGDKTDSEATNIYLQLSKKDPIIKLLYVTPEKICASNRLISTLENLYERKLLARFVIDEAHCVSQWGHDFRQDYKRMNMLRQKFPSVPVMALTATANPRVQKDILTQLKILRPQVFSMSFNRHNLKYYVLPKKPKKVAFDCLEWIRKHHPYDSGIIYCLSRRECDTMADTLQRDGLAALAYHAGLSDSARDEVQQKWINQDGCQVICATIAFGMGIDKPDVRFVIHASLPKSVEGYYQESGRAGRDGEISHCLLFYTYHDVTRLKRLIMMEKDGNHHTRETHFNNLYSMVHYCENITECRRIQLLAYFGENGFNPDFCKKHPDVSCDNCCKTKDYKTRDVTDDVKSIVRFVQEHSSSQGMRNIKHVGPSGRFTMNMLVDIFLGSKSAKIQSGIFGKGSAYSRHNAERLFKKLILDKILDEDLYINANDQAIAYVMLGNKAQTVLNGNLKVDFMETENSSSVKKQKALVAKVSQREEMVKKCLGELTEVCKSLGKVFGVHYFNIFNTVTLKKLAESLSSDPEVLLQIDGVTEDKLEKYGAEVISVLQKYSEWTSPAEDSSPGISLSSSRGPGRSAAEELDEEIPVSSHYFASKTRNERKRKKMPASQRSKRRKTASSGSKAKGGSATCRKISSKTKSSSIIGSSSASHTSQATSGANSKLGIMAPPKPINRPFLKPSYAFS
Pol kappa inh: qHTS for Inhibitors of Polymerase Kappa. hit rate 0.53% among 400,000. Potency, µM (top dose mostly 107 µM), for inactives: at the top dose activity, negative = inhibition, actives largely listed as inhibitors. DNA polymerase kappa (Homo sapiens), Q9UBT6. AID 588579, 2011. purified Pol kappa, fluorescent DNA synthesis assay, 10 min; also: % is scaled to controls: 0 for no effect and ±100 for the full control effect
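10 nM Pol kappa was preincubated with compounds for 15 min at room temperature. Reaction started with 50 nM (final) substrate. Fluorescence read kinetically at 0 and 10 min.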
* hit, by the source's call; ? = inconclusive; · = no result given; & = joins results of further samples; ! = not confirmed by another sample; [ ] = remark or other dose. Calls follow the shape of the dose curve; as a rule, active = well fitted curve in the direction sought with a large enough effect; inconclusive = small, poorly fitted or top-dose-only effect, or another doubt; inactive = no such curve, though single readings can be large; an effect the other way counts as inactive or inconclusive. Potency is read from the fitted curve at half-maximal effect. This is a subset, so the mix of outcomes need not match the whole.

#	SMILES	G9a inh	POLB inh	JMJD2A Tudor inh	APE1 inh	BAZ2B inh	POLH inh	Pol iota inh	BLM inh	Pol kappa inh
1	CSc1ccc(C(=O)C2CCCN(Cc3ccc(N4CCNC4=O)cc3)C2)cc1 (configuration not stated)	-7.6%	7.2%	-32.9%	-0.7%	-21.9%	-18.7%	33.3%[activator]	-2.0%	-18.2%
2	CC(C)OC(=O)/C(=C/c1ccc2c(c1)c1ccccc1n2C)NC(=O)c1ccccc1	-19.2%	23.9%	-16.8%	10.7%	9.2%	-15.5%	67.7%[activator]	-1.3%	-12.3%
3	COc1ccccc1C(CNC(=O)C(C)(C)Oc1ccc(Cl)cc1)N1CCCC1 (configuration not stated)	18.2%[2.33 µM]	·	-21.4%	-0.8%	6.0%	-3.4%	32.6%[activator]	·	1.8%
4	O=S(=O)(Nc1ccc(S(=O)(=O)Nc2cccc3ccccc23)cc1)c1ccccc1	-0.7%	0.6%	-29.9%	-4.9%	-6.5%	-2.6%	-5.0%	-1.0%	-22.3%
5	COc1ccccc1CNC(=O)CSc1ccc(C(=O)Nc2ccccc2OC)cc1[N+](=O)[O-]	9.6%	20.8%	-10.3%	6.0%	?	1.1%	1.7%	5.1%	2.6%
6	CCCc1nc(SCC(=O)NC2CC2)c2c(C)c(C)sc2n1	-5.5%	28.2%	-0.7%	25.9%	-3.4%	0.9%	13.3%	-4.6%	-4.3%
7	CC(C)(C)N(Cc1ccccc1)C(=O)COC(=O)CSc1ccc([N+](=O)[O-])cc1	39.8µM*	·	-33.8%	4.9%	-23.5%	-16.5%	-0.7%	·	-5.4%
8	Cc1nc([N+](=O)[O-])cn1CCCCN1C(=O)c2ccccc2C1=O	63.8%	18.6%	6.5%	28.5%	9.0%	-21.1%	68.4%[activator]	1.7%	-5.8%
9	O=C(CSc1nnc(CNc2ccc(F)cc2)o1)c1ccccc1	·	?	-13.4%	5.5%	-10.4%	-22.3%	19.4%	-6.5%	-0.7%
10	CC(=O)NC(CC(=O)OC(C)C(=O)Nc1ncc(Cl)cc1Cl)c1ccccc1 (configuration not stated)	-4.0%[12.7 µM]	12.2%	-2.2%	5.0%	-1.1%	-2.4%	32.1%[activator]	-5.2%	-9.4%
11	C#CCOCCOCCOCCNc1nc(N2CCN(C(=O)[C@H](Cc3ccc(O)cc3)n3cc(CCO)nn3)CC2)nc(N2CCN(C(=O)[C@H](Cc3ccc(O)cc3)n3cc(CCO)nn3)CC2)n1	35.5µM*	2.9%	·	-9.2%	?	·	·	-15.9%	·
12	COc1cccc(/C=N/NC(=O)CCc2n[nH]c(=O)[nH]c2=O)c1O	-11.0%	3.0%	-18.2%	-5.9%	2.4%	-19.6%	-2.9%	4.3%	-7.1%
13	COc1ccc(CCNC(=O)c2cc(=O)c3cc(C)ccc3o2)cc1	2.0%	?	-31.1%	40.2%	-18.3%	-15.8%	?	-2.1%	-0.8%
14	Brc1cccc(CNCCCN2CCOCC2)c1	·	42.6%	?	17.4%	-21.2%	-19.4%	-11.6%	0.5%	10.5%[60.1 µM]
15	Cc1oc(C)c(C(=O)O)c1COc1ccc(C(=O)O)cc1	-37.7%[59 µM]	-24.1%	-16.4%	0.0%	-4.2%	?	-16.7%	-7.2%	-5.7%
16	O=C(CCCOC(=O)c1cccnc1Cl)c1ccc(Br)cc1	·	·	48.7%[activator]	24.0%	·	-11.8%	6.9%	·	5.5%
17	O=C(NCCc1ccccc1)c1cc(-c2ccc(Br)cc2)on1	-24.1%[59 µM]	-14.7%	-23.9%	·	-5.6%	-10.4%	-21.5%	-0.6%	-6.4%
18	O=S(=O)(c1ccc(F)cc1)N1CCC(Oc2cccc(C(F)(F)F)c2)CC1	37.5%[59 µM]	-13.0%	23.3%	·	15.2%	2.2%	-0.4%	-4.1%	-7.7%
19	Cc1ccc([N+](=O)[O-])cc1NC(=O)CCCOc1ccccc1	35.7%[0.501 µM]	-1.6%	-16.9%	-1.3%	-23.0%	-9.7%	5.7%	-1.5%	-3.7%
20	COc1ccc(CNC(=O)CN(c2ccccc2OC)S(=O)(=O)c2cccs2)cc1	·	·	-16.0%	-9.5%	·	-16.5%	-4.1%	·	8.3%
21	Cc1cccc(S(=O)(=O)NC(Cc2c[nH]c3ccccc23)C(=O)O)c1 (configuration not stated)	-13.9%[59 µM]	-2.5%	-19.7%	2.8%	-5.8%	-20.6%	-5.7%	-3.0%	0.2%
22	Cc1cc(C)n2nc(C(=O)OCC(=O)NCc3ccc(F)cc3)nc2n1	·	·	3.6%	33.0%	·	3.2%	9.4%	·	2.7%
23	O=C(O)c1ncc(Cl)c(Cl)c1Cl	50.1µM*	-10.6%&11.7%	50.1µM*!	2.8%&0.9%	-14.5%	12.9%&-2.6%	?	-4.6%&-0.7%	-0.4%&-5.1%
24	Cc1occc1-c1nnc(SCC(=O)c2c(N)n(C3CC3)c(=O)[nH]c2=O)n1C	-7.4%[12.7 µM]	·	-0.7%	23.1%	-7.5%	-15.2%	6.2%	·	16.0%
25	Cc1ccc(NC(=O)c2cnccn2)cc1S(=O)(=O)N1CCCCCC1	·	·	-29.5%	-5.7%	·	?	7.1%	·	-4.4%

Random excerpt: 3 compounds from above
#	SMILES	G9a inh	POLB inh	JMJD2A Tudor inh	APE1 inh	BAZ2B inh	POLH inh	Pol iota inh	BLM inh	Pol kappa inh
14	Brc1cccc(CNCCCN2CCOCC2)c1	·	42.6%	?	17.4%	-21.2%	-19.4%	-11.6%	0.5%	10.5%[60.1 µM]
23	O=C(O)c1ncc(Cl)c(Cl)c1Cl	50.1µM*	-10.6%&11.7%	50.1µM*!	2.8%&0.9%	-14.5%	12.9%&-2.6%	?	-4.6%&-0.7%	-0.4%&-5.1%
20	COc1ccc(CNC(=O)CN(c2ccccc2OC)S(=O)(=O)c2cccs2)cc1	·	·	-16.0%	-9.5%	·	-16.5%	-4.1%	·	8.3%

(more compounds)
#	SMILES	G9a inh	POLB inh	JMJD2A Tudor inh	APE1 inh	BAZ2B inh	POLH inh	Pol iota inh	BLM inh	Pol kappa inh
26	CCOc1ccc2nc(N3CCCC(C(=O)NCCCOC)C3)sc2c1 (configuration not stated)	-4.1%[59 µM]	0.1%	-0.4%	·	3.4%	-14.6%	28.4%	-3.6%	0.8%
27	CC(C)[C@@H]1NC(=O)c2cc([N+](=O)[O-])cc(F)c2NCCC[C@@H](C(N)=O)NC(=O)[C@H](CO)NC1=O	39.8µM*	-0.4%	·	13.4%	?	·	·	-1.0%	·
28	CCOc1ccc(NS(=O)(=O)c2ccc3[nH]cc(C(=O)NCc4ccccc4)c(=O)c3c2)cc1	-8.5%[59 µM]	11.2µM*	-3.3%	·	·	?	89.1µM*	-8.5%	-34.2%
29	CSc1cccc(NC(=O)N2CCN(S(=O)(=O)c3ccc4c(ccn4C)c3)CC2)c1	1.2%[59 µM]	-10.1%	-29.7%	·	-10.4%	-7.9%	-0.5%	-1.8%	-0.7%[60.1 µM]
30	COC(=O)c1cc2c(ccn2-c2ccc(F)cc2)n1Cc1cccc(OC)c1	-4.0%	17.4%	?	-3.4%	-34.3%	-26.5%	21.0%	-7.6%	6.8%
31	COC(=O)n1c(SC)nc2ccccc21	-3.2%[0.0925 µM]	3.0%	4.1%[11.4 µM]	-4.7%	23.4%	-18.6%	-0.8%	3.9%	-3.3%
32	N#Cc1nc(/C=C/c2ccc(F)cc2)oc1N1CCN(c2ccccc2)CC1	?	16.1%	-14.8%	·	?	-19.4%	-29.0%	-0.7%	-9.7%
33	CN1/C(=C\C=N\O)C(C)(C)c2ccccc21	-1.1%	8.2%	-6.2%	2.9%	-15.2%	0.0%	21.8%	-2.8%	0.0%
34	O=C(c1[nH]ncc1-c1ccc(Cl)cc1)C1CO1 (configuration not stated)	1.6%	-2.7%	-12.5%	0.0%	0.0%	-2.4%	56.2µM*	-2.9%	-6.4%
35	Cc1ccccc1C(=O)Nc1sc2c(c1C(=O)N1CCC(C)CC1)CCC(C)C2 (configuration not stated)	?	11.7%	-13.1%	·	-2.2%	-27.6%	29.7%	-3.5%	11.9%
36	O=C(O)CCCNc1cc(N2CCN(C(=O)c3ccco3)CC2)c2noc3c2c1C(=O)c1ccccc1-3	10µM*	15.8µM*	35.5µM*	?	17.8µM*	10µM*	31.6µM*	-29.1%	31.6µM*
37	Cc1ccccc1Cn1cc(NS(=O)(=O)c2cn(C)nc2C)cn1	3.6%	31.0%	-8.2%	-6.9%	0.4%	-16.6%	28.2%	-1.3%	-13.3%
38	Cc1cccc(Nc2nnc(-c3ccc(C)c(S(=O)(=O)N4CCOCC4)c3)c3ccccc23)c1	-33.7%[59 µM]	-2.8%	-15.0%	·	-11.1%	-4.9%	-0.3%	-10.6%	-3.0%
39	Cc1nnc(SCc2cccc(Cl)c2)n(N)c1=O	6.3%	0.7%	-8.3%	-0.7%	·	-2.1%	28.9%	-2.3%	-12.0%
40	COC(=O)c1ccc(NC(=O)c2cc(-c3ccncc3)nc3ccccc23)cc1	3.4%[12.7 µM]	·	-21.1%	-7.5%	-8.4%	-14.9%	-8.0%	·	-0.9%
41	CN1CCN(CCCNC(=O)C2CC(=O)N(C3CCCCC3)C2)CC1 (configuration not stated)	-8.3%[12.7 µM]	-1.2%	-4.8%	-10.7%	2.8%	-12.0%	15.0%	0.6%	-6.7%
42	COc1ccccc1C(=O)N1CCN(C(=O)Cc2ccccc2)CC1	-4.8%[59 µM]	12.0%	-4.2%	39.0%[12.4 µM]	0.4%	-3.8%	56.1%[activator]	-0.7%	3.2%
43	COc1cc(/C=N/NC(=O)Cc2cccs2)c([N+](=O)[O-])cc1OC	59.2%[activator][59 µM]	21.7%	-13.0%	6.4%	38.4%[activator]	-19.8%	17.5%	-4.8%	1.4%
44	NC(=O)C1CCN(C2CC(=O)N(Cc3cccs3)C2=O)CC1 (configuration not stated)	?	-19.2%	-9.6%	4.1%	-15.6%	-10.0%	14.6%	0.0%	-12.3%
